Mac1 fbg inh = inhibitors of human CD11b/CD18 binding to fibrinogen; inhibition, % at 10 µM; actives 0.54% (n = 93,000); K562 CD11b/CD18 adhesion to fibrinogen, ATPlite luminescence; Mn2+ added to activate the integrin;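 active = primary inhibition of 50% or more at 10 µM, then 40% or more on retest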; also: some results filed as inactive read as strong as hits
Target sequence (P05107 whole entry, looked up, other chains not shown): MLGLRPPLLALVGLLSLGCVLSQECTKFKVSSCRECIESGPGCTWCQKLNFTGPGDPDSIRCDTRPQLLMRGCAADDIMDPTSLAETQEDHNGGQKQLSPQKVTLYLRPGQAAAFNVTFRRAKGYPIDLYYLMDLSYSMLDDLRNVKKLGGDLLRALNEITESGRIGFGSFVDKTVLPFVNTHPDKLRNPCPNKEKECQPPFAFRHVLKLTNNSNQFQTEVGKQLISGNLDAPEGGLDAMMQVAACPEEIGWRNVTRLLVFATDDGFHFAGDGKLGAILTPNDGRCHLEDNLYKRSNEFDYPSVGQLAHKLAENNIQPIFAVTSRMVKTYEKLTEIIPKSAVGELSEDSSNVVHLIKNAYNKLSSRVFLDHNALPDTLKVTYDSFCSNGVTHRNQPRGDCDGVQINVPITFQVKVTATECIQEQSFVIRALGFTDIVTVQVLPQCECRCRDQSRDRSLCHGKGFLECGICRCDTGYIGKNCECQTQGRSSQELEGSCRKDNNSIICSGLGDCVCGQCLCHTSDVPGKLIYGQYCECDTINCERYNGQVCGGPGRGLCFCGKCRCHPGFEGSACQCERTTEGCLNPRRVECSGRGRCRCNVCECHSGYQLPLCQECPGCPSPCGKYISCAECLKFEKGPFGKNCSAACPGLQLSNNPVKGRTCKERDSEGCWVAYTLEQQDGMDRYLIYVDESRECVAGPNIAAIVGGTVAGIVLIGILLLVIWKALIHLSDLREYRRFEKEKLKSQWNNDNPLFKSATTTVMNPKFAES
ERb SRC1 inh = blocks coactivator binding to human estrogen receptor beta; TR-FRET ER-beta LBD / SRC1-Cy5 peptide binding; receptor agonist-loaded with 1 µM estradiol; inhibition, % at 25.6 µM; actives 1.3% (n = 86,000); AID 633;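 active = compounds whose percent inhibition of the receptor-coactivator binding signal exceeds about 50% in the single-dose screen, limit read from the data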;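 also: 0% = receptor plus peptide wells without compound and 100% = peptide-only wells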
PLAP activator = human PLAP activation; P05187; activation fold at 20 µM; actives 1.2% (n = 96,000); purified PLAP enzyme, luminescent substrate read-out; stronger effect = higher value; in the data active = activation fold above about 2
ERa SRC1 pot = enhances coactivator binding to human estrogen receptor alpha | P03372 | AID 639 | actives 1.3% (n = 86,000) | TR-FRET ERalpha-LBD/SRC-Cy5 coactivator binding, 2 h; 100 = basal binding, no effect | coactivator binding (% of control), % at 25.6 µM; in the data active = activity above about 200%;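 also: binding measured in presence of low estradiol as agonist stimulus; 0% = peptide alone without receptor and 100% = receptor with peptide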
MT1-MMP txn act = MT1-MMP promoter transcription activation; actives 0.16% (n = 86,000); activation factor at 10 µM; HT1080 MT1-MMP promoter luciferase reporter, luminescence, overnight; stronger effect = higher value;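 active = activation factor of at least 2 for MT1-MMP transcription at 10 µM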
FAK inh = blocks human focal adhesion kinase activity; biochemical FAK kinase activity assay; inhibition, %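 (tested at 7 µM)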; actives 0.84% (n = 97,000); AID 727; in the data active = inhibition above about 19%;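 also: 0% = DMSO and 100% = reference compound high control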
E coli WT exp = growth inhibitors of E. coli BW25113 wild type. actives 0.15% (n = 98,000). OD600 absorbance. growth inhibition, % at 100 µM. AID 710;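 active = growth inhibition above about 50% at one test dose, limit read from the data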;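 also: growth measured after 20 h incubation at 37 °C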
ERa SRC1 inh = blocks coactivator binding to human estrogen receptor alpha. P03372. TR-FRET ER-alpha LBD / SRC-1 peptide, estradiol-bound. inhibition, % at 25.6 µM. actives 1.7% (n = 86,000). AID 629; in the data active = inhibition above about 50%;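 also: 0% = receptor plus peptide control and 100% = peptide only without receptor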
Mac1 fbg enh = CD11b/CD18-fibrinogen binding enhancement; P05107+P11215; K562 CD11b/CD18 adhesion to fibrinogen, ATPlite luminescence; activation, % at 10 µM; actives 0.07% (n = 93,000); AID 1499;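 active = 10 µM primary screen giving 50% or more activity, confirmed by 40% or more on retest at that dose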; also: strong numbers were not always called active; reference of the scale not given here
* hit, by the source's call; x = no result given; [ ] = dose if it differs, or a comment.

entry	compound	Mac1 fbg inh	ERb SRC1 inh	PLAP activator	ERa SRC1 pot	MT1-MMP txn act
1	CN(CC(=O)NC(c1ccccc1)c1ccccc1)Cc1nc2ccccc2c(=O)[nH]1	-35	5	4.9	102	1.1
2	Cc1ccc(C(C(=O)NCc2ccccc2)N(C(=O)c2csnn2)c2cccc3ccccc23)o1 (stereo unspecified)	15	-13	1.4	82	1.2
3	CSc1ccccc1NC(=O)c1cccs1	-24	x	0.9	x	x
4	Cn1cnnc1SCc1ccc(-c2ccc(Br)cc2)o1	10	4	1.3	81	1.4
5	CS(=O)(=O)N1CCN(C(=O)c2ccc(F)cc2)CC1	-4	-5[fluorescence artefact?]	0.9	127	1
6	COC(=O)c1ccc(NC(=O)CSCc2ccccc2C)cc1	-17	11[fluorescence artefact?]	0.9	90[fluorescence artefact?]	x
7	CCCCCn1c2nc3ccccc3nc2c2c(=O)n(CC3CCCO3)c(C)nc21 (stereo unspecified)	-4	12[fluorescence artefact?]	1.6	134[fluorescence artefact?]	1
8	CC(=O)c1c(C)nn(CC(O)COc2ccc3c(c2)CCC3)c1C (stereo unspecified)	x	17[fluorescence artefact?]	1.1	97	1

entry	FAK inh	E coli WT exp	ERa SRC1 inh	Mac1 fbg enh
1	2	0	4	-2
2	5	-9	-11	11
3	-2	12	x	-1
4	-5	4	5	1
5	1	2	-13	4
6	0	3	26	1
7	x	x	12	11
8	0	3	-15	x

(further entries)
entry	compound	Mac1 fbg inh	ERb SRC1 inh	PLAP activator	ERa SRC1 pot	MT1-MMP txn act
9	Cc1c(C(=O)NCc2ccccc2)c(-c2ccccc2)nn1-c1ccccc1	1	x	0.8	x	x
10	CCC(=O)Nc1ccc(NC(=O)CSc2nnc(C(C)C)n2C)cc1	-2	-1	1.1	106	1.2
11	CCCS(=O)(=O)N1CCC(C(=O)N2CCOCC2)CC1	-4	2	1	91	1
12	COc1ccc(/C(O)=C2/C(=O)C(=O)N(CCCN(C)C)C2c2ccccc2)cc1OC (stereo unspecified)	x	19[fluorescence artefact?]	x	103	1
13	C=CCn1c(-c2c[nH]c3ccccc23)n[nH]c1=S	44	2	1.6	94[fluorescence artefact?]	1.1
14	CCOC(=O)c1cc(-c2ccc(F)cc2)n(CC(=O)N2CCCC2)c1C	-26	-16	1.4	136	1.3
15	Cc1sc2ncnc(OCC(=O)NCc3cccs3)c2c1C	x	1	x	104	1.1
16	O=S1(=O)NC(=NC2CCCCCC2)c2ccccc21	6	-4	1	117	1.2

entry	FAK inh	E coli WT exp	ERa SRC1 inh	Mac1 fbg enh
9	2	-7	x	-3
10	-12	-7	2	5
11	6	2	-10	-4
12	x	-3	-1	x
13	-1	12	-9[fluorescence artefact?]	3
14	3	-11	-66	2
15	-1	-7	3	x
16	-1	-6	-1	-2

Other records follow.
entry	compound	Mac1 fbg inh	ERb SRC1 inh	PLAP activator	ERa SRC1 pot	MT1-MMP txn act
17	O=C(C1CCCN(S(=O)(=O)c2cnc[nH]2)C1)N1CCN(Cc2ccccc2)CC1 (stereo unspecified)	-8	-12	1.5	137	1.1
18	CN(C)S(=O)(=O)c1ccc(N2CCOCC2)c(C(=O)O)c1	-5	x	1	x	x
19	CC1Cc2ccccc2N1C(=O)CSc1nc2cc3c(cc2cc1C#N)OCO3 (stereo unspecified)	14	23[fluorescence artefact?]	1	298*[fluorescence artefact?]	1.1
20	Cc1cc(C(=O)Nc2nnc(C(F)(F)F)s2)no1	-26	11	0.9	99	1.2
21	Nc1nc2ccc(S(=O)(=O)N3CCCCC3)cc2s1	14	9	0.9	69[fluorescence artefact?]	x
22	Cc1ccc(N2CC(C(=O)Nc3ccc4c(c3)OCO4)CC2=O)cc1 (stereo unspecified)	7	12	1.2	101	1.1
23	S=C(NCc1cccs1)Nc1cccc(Cl)c1	16	x	0.9	x	x
24	CCOCCCNS(=O)(=O)c1ccc2c(c1)oc(=O)n2CC(=O)OCC	-7	x	1.1	x	1.2

entry	FAK inh	E coli WT exp	ERa SRC1 inh	Mac1 fbg enh
17	1	2	-4	-3
18	-1	-8	x	-2
19	0	-17	24[fluorescence artefact?]	-6
20	-1	11	-6	-3
21	2	-4	4	-5
22	40*	-6	13	0
23	10	43	x	-5
24	-1	6	x	2

Next part.
entry	compound	Mac1 fbg inh	ERb SRC1 inh	PLAP activator	ERa SRC1 pot	MT1-MMP txn act
25	Clc1ccc(CN2C3=NCCCN3c3ccccc32)cc1	60	-4[fluorescence artefact?]	1.3	99	1.2
26	COc1cc(C(=O)NCC(c2ccco2)N2CCCC2)ccc1OCc1c(C)noc1C (stereo unspecified)	6	5	1.5	83	1.2
27	CCOc1ccc(-c2csc(NC(=O)C3CCCO3)n2)cc1 (stereo unspecified)	-49	-1	1.1	110	1.3
28	Cc1ccc(NC(=O)CN(C)C(=O)CSc2nc3ccccc3c(=O)n2Cc2ccco2)cc1	15	20[fluorescence artefact?]	1.3	112	1.2
29	Fc1ccccc1N1CCN(Cc2nc(-c3ccc(Cl)cc3Cl)no2)CC1	61	-2	1.4	118	1.1
30	O=C(Cc1ccc(F)cc1)Nc1c2c(nn1-c1cccc(Cl)c1)CS(=O)C2 (stereo unspecified)	-4	8	1.5	101	1
31	C=CCn1c(O)c(C(CC)=Nc2ccccc2NC(=O)CC)c(=O)[nH]c1=O	-15	-2	0.9	119	1.1
32	Cc1nnc2n(-c3ccccc3)c(=O)c3c4c(sc3n12)CC(C)CC4 (stereo unspecified)	0	-5	1	88	1.2

entry	FAK inh	E coli WT exp	ERa SRC1 inh	Mac1 fbg enh
25	1	8	6	0
26	x	3	3	-6
27	0	-7	-6	1
28	-6	-8	36[fluorescence artefact?]	-5
29	-2	-2	-11	-1
30	-1	-1	5	-1
31	6	-12	-7	-1
32	2	-1	2	-2

Among those listed so far, 4 contain a thiophene ring, fused or not.
entry	compound	Mac1 fbg inh	ERb SRC1 inh	PLAP activator	ERa SRC1 pot	MT1-MMP txn act
3	CSc1ccccc1NC(=O)c1cccs1	-24	x	0.9	x	x
15	Cc1sc2ncnc(OCC(=O)NCc3cccs3)c2c1C	x	1	x	104	1.1
23	S=C(NCc1cccs1)Nc1cccc(Cl)c1	16	x	0.9	x	x
32	Cc1nnc2n(-c3ccccc3)c(=O)c3c4c(sc3n12)CC(C)CC4 (stereo unspecified)	0	-5	1	88	1.2

entry	FAK inh	E coli WT exp	ERa SRC1 inh	Mac1 fbg enh
3	-2	12	x	-1
15	-1	-7	3	x
23	10	43	x	-5
32	2	-1	2	-2

A few values from the entries so far:
FAK inh with no. 29 stands at -2
E coli WT exp with no. 26 stands at 3
ERa SRC1 inh with no. 30 stands at 5
E coli WT exp with no. 31 stands at -12

Additional records.
entry	compound	Mac1 fbg inh	ERb SRC1 inh	PLAP activator	ERa SRC1 pot	MT1-MMP txn act
33	CCOC(=O)N1CCN(c2ncnc3c2cnn3-c2ccc(OC)cc2)CC1	x	1	x	113	1.3
34	COc1ccc(CN2C(=O)CN=C2Nc2cc(C)ccc2C)cc1	-6	-1	1	125	1.1
35	CCOC(=O)CC(=O)Nc1ccc(Br)cc1C(=O)O	-1	0	1.1	117	1.2
36	O=C(NN1C(=O)C2C(C1=O)C1C=CC2C12CC2)c1ccncc1 (stereo unspecified)	-20	x	1.1	x	x
37	Cc1oc2c(CN(C)C)c(O)ccc2c(=O)c1-c1cscn1	-8	-8[fluorescence artefact?]	1	96	1.2
38	O=C(NCc1ccc2c(c1)OCO2)C12CC3CC(CC(C3)C1)C2	3	1	0.8	95	1
39	CCCc1c(C)c2ccccc2[nH]c1=O	2	-3	1	117	1
40	O=C1CC(SCc2nc3ccccc3[nH]2)C(=O)N1c1ccc(Cl)cc1 (stereo unspecified)	16	-14	1.4	93	1.2

entry	FAK inh	E coli WT exp	ERa SRC1 inh	Mac1 fbg enh
33	6	x	-8	x
34	0	-2	8	-1
35	-2	3	5	-2
36	2	-5	x	1
37	-2	-2	-31	-3
38	1	4	-3	-4
39	2	8	3	-5
40	-2	-11	5	-2

Other compounds follow:
entry	compound	Mac1 fbg inh	ERb SRC1 inh	PLAP activator	ERa SRC1 pot	MT1-MMP txn act
41	CCOC(=O)c1[nH]c(C)c(CCC(=O)OC)c1C	-41	-13	1.1	106	1
42	Clc1ccc(CSc2nnc(/C=C/c3ccccc3)o2)cc1	9	x	0.8	x	x
43	O=C(Nc1ccc2nn(-c3ccccc3)nc2c1)c1cccs1	0	18[fluorescence artefact?]	1.1	122[fluorescence artefact?]	1.8
44	O=c1cc(O)nc(SCc2ccccc2)[nH]1	-16	2	1.1	95	1.1
45	O=C1CCCc2c1cc(-c1ccccc1)n2-c1ccccc1	1	x	0.9	x	x
46	Cc1oc(-c2ccccc2F)nc1CS(=O)(=O)CC(=O)N1CCN(Cc2ccccc2)CC1	6	-8	1.3	113	1.1
47	O=C(CSc1nc2c(c(=O)n1-c1ccc(F)cc1)SCC2)N1CCCC1	x	x	0.9	x	1.1
48	CSc1nc(Oc2ccc(Cl)cc2)c2sccc2n1	1	x	1	x	x

entry	FAK inh	E coli WT exp	ERa SRC1 inh	Mac1 fbg enh
41	2	1	-14	0
42	2	0	x	-3
43	-3	-19	20[fluorescence artefact?]	68
44	-3	1	0	6
45	-2	-1	x	2
46	x	-2	-10	-1
47	4	-1	x	x
48	3	-14	x	4

Going on with the list:
entry	compound	Mac1 fbg inh	ERb SRC1 inh	PLAP activator	ERa SRC1 pot	MT1-MMP txn act
49	Cc1ccccc1NN1C(=O)C=CC1=O	-4	x	1	x	x
50	COc1ccc(-c2[nH]nc3c2C(c2ccc(OC(=O)N4CCOCC4)cc2)C(C#N)=C(N)O3)cc1 (stereo unspecified)	x	-2	x	96	0.9
51	CC1(C)Cc2noc(N)c2C(C)(C)N1O	x	-22	x	92	1.1
52	COc1ccc(Cc2nc(-c3cccs3)no2)cc1OC	3	-7	1.5	101	1.3
53	Cc1cc(C)n2nc(/C(C#N)=C/c3ccccc3)c(C#N)c2n1	11	x	1	x	x
54	Cc1cccc(OCC(=O)Nc2nc3ccc([N+](=O)[O-])cc3s2)c1	93	x	1.3	x	x
55	Cc1cccc(-n2ncc3c(NC4CCCCC4)ncnc32)c1	x	-3	x	92	1.5
56	COc1ccc(C2CC(c3ccc(C)cc3)Nc3ncnn32)cc1 (stereo unspecified)	-37	3	1.2	88	0.9
57	CC(Sc1nnc(-c2ccc(Cl)cc2Cl)n1Cc1ccccc1)C(=O)Nc1nccs1 (stereo unspecified)	x	-6	1.1	93	1.1
58	Cc1ccc2oc(=O)c3cnn(CC(=O)N(CCC(C)C)Cc4ccco4)c3c2c1	2	27[fluorescence artefact?]	0.8	152[fluorescence artefact?]	1.1

entry	FAK inh	E coli WT exp	ERa SRC1 inh	Mac1 fbg enh
49	2	-10	x	18
50	0	-5	-5	x
51	1	-7	-29	x
52	0	3	-7	3
53	-2	5	x	19
54	-5	-7	x	-8
55	x	0	-4	x
56	x	-7	7	6
57	5	-11	0	x
58	-1	-4	16[fluorescence artefact?]	-2
